Compound activity (PubChem BioAssay)
BaF3 tox: counter-screen for JAK2V617F inhibitors: parental Ba/F3 viability inhibitors; CellTiter-Glo ATP luminescence; inhibition, % at 5.6 µM; 220,000 compounds, 1.1% hits; AID 1486;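 active = inhibition above a per-campaign cutoff, the mean inhibition of all tested compounds plus 3 SD, cut at about 27% in these data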;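 also: 0% = DMSO wells and 100% = JAK Inhibitor I control wells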
TRPML3 agonist: human mucolipin-3 channel agonism | activation, % at 3 µM | HEK293 TRPML3-YFP, Fluo-8 calcium fluorescence; 100% = the carbachol control signal | Q8TDD5 | AID 1448 | 220,000 compounds, 0.29% hits;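 active = activation above its plate's cutoff, the mean activation of the plate's test wells plus 3 SD, cut at about 12% in these data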;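 also: 0% = DMSO only wells and 100% = carbachol wells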
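system = HEK293 cells stably carrying human TRPML3-YFP | doses = one concentration, 3 µM nominal, 0.3% DMSO | timing = dye loading 1 h 37 °C then 30 min ambient, 125 s read | detection = Fluo-8 calcium dye fluorescence, ex 470-495, em 515-575 nm | benchmarks = high control carbachol 87 µM, low control DMSO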
zfTRPN1 agonist: zebrafish TRPN1 (NompC) channel agonism; HEK293 zebrafish TRPN1-YFP, Fluo-8 calcium fluorescence; 100% = response to 87 µM carbachol; activation, % at 3 µM; 220,000 compounds, 0.18% hits;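 active = activation above its plate's cutoff, the mean activation of test wells on that plate plus 3 SD, cut at about 19% in these data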;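 also: 0% = DMSO alone and 100% = 87 µM carbachol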
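Control set: carbachol 87 µM as high control, DMSO as low control; system: HEK293 stable line with zebrafish TRPN1-YFP; read-out: % activation versus carbachol response; detection: intracellular calcium fluorescence with Fluo-8; doses: single test compound dose, 3 µM nominal, 0.3% DMSO; schedule: dye 1 h 37 °C plus 30 min RT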
Ba/F3 V617F tox: lowers viability of Ba/F3 cells expressing EpoR and JAK2V617F. ATP luminescence. inhibition, % at 5.6 µM. 220,000 compounds, 1.1% hits;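 active = inhibition above the campaign mean plus 3 SD over all tested compounds, cut at about 24% in these data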;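 also: cytokine-independent growth of Ba/F3 cells driven by EpoR plus mutant JAK2; 0% = DMSO-treated cells and 100% = JAK inhibitor I control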
Wee1 stabilizer: blocks degradation of human Wee1 kinase. P30291. HeLa Luc-Wee1K328M stability, luciferase luminescence; 100% = proteasome inhibitor MG132 effect. reporter increase, % at 5 µM. 220,000 compounds, 1.2% hits;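 active = activation above the mean of all tested compounds plus 3 SD, set per screening run, cut at about 8.8% in these data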;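 also: cells exposed to compound for 20 h before luminescence read; 0% = DMSO alone and 100% = MG132 at 30 µM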
Target sequence (P30291 whole entry K328M): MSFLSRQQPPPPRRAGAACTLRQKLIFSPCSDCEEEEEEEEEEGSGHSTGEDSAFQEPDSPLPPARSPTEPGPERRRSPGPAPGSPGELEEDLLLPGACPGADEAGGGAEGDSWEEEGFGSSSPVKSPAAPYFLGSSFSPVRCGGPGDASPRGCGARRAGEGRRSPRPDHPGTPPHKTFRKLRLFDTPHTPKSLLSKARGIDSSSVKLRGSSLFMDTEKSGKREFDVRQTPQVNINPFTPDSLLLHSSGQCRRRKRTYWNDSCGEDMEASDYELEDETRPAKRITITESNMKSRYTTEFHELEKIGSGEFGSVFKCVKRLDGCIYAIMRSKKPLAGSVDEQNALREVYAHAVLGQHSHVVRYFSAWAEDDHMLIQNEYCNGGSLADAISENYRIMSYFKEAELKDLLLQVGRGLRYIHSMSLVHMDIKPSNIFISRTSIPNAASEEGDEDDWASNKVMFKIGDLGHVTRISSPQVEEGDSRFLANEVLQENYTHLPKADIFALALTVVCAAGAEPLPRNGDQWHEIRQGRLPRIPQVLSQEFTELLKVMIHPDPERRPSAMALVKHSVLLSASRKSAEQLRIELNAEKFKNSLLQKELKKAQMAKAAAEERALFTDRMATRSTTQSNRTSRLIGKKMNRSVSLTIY
CHOP inhibitor: blocks CHOP induction under ER stress; 220,000 compounds, 3.8% hits; AID 2732; CHO-K1 CHOP-promoter luciferase, tunicamycin-induced, 15-18 h; inhibition, % at 10 µM;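 active = compounds that reduced the stress-induced luciferase reporter signal by more than about 70% of percent inhibition, limit read from the data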;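 also: 0% = tunicamycin plus vehicle and 100% = wells without tunicamycin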
RBBP9 inh: human RBBP9 hydrolase inhibition; O75884; 220,000 compounds, 0.2% hits; recombinant RBBP9, FP-Rh probe fluorescence polarization; inhibition, % at 7.94 µM; AID 1515;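 active = inhibition above the campaign mean of all tested compounds plus 3 SD, cut at about 14% in these data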;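 also: plate controls were DMSO wells with RBBP9 for no effect and wells lacking RBBP9 protein for full effect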
Target sequence (O75884 whole entry, looked up): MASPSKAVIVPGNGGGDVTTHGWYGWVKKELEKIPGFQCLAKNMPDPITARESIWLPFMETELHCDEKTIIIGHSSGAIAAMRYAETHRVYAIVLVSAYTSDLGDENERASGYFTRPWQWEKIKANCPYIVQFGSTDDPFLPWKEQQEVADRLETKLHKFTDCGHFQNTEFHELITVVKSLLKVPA
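System: RBBP9 protein / Quantity: 2.5 µM RBBP9 dispensing solution, before mixing / Also added: Serine-hydrolase probe FP-Rh, 375 nM pre-mixing / Dosing: 7.94 µM single dose, 0.794% DMSO / Timing: enzyme-compound preincubation 30 min, then probe labeling 45 min, 25 °C / Signal: FP readout at 525/598 nm / Controls: DMSO-treated enzyme wells and wells lacking RBBP9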
TNF death inh: inhibitors of TNF-alpha induced necroptosis in Jurkat FADD-/- cells | AID 463075 | Jurkat FADD-/- TNF necroptosis rescue, ATP luminescence, 24 h; 0 = TNF only, 100 = no-TNF cells | activation (protection from cell death), % at 10 µM | 220,000 compounds, 0.068% hits;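 active = activation, meaning protection from cell death, of at least 50% relative to plate controls; inactive = activation below 50%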;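 also: necroptosis triggered by 40 ng/mL TNF-alpha added together with compound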
PPC-1+TRAIL kill: compounds killing PPC-1 cancer cells with TRAIL present (potentiator screen, no TRAIL-free arm) | PPC-1 cells + TRAIL, ATPLite viability luminescence | AID 1443 | 220,000 compounds, 0.41% hits | cell killing (% activity), % at 4 µM;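 active = cell killing above 50% in the first pass at 4 µM, then a duplicate retest at 5 µM averaging 50% or more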;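 also: plate controls were cells with TRAIL plus DMSO for no effect and medium-only wells lacking cells for full effect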
Starred values were filed as active, the others as inactive; . = not tested or not shown; [ ] = dose if it differs, or a comment.

mol | BaF3 tox | TNF death inh | Wee1 stabilizer | zfTRPN1 agonist | RBBP9 inh | TRPML3 agonist | CHOP inhibitor | PPC-1+TRAIL kill | Ba/F3 V617F tox
COc1cccc(NC(=O)c2ccc(Cn3cc([N+](=O)[O-])cn3)o2)c1 | 10 | 1.4 | -3 | -1.1 | -8 | -1.3 | 15 | 7 | 3
Cc1nnc(SCCn2c(N3CCN(C)CC3)nc3c2c(=O)[nH]c(=O)n3C)s1 | -1 | -0.5 | 2 | 1.1 | -5 | 0.6 | 14 | -18 | -1
CCOC(=O)c1cnc2c(C(=O)OC)cccc2c1NCc1cccnc1 | 3 | 0.3 | 2 | -0.1 | -7 | 0.8 | 1 | 1 | -2
O=C(CCSCCc1ccccn1)Nc1c(F)c(F)c(F)c(F)c1F | 9 | 0.8 | 4 | -0.8 | 1 | 0.3 | 13 | 9 | -1
Cc1ccc(Cl)cc1N1CCN(C(=O)CCS(=O)(=O)c2cccc3nonc23)CC1 | 5 | -3.5 | 1 | 1.6 | -5 | 0.8 | 21 | 18 | -1
CC(C)Nc1nc(N(c2ccccc2)c2ccccc2)nc(-n2ccnc2)n1 | 6 | -1.6 | 0 | 0.7 | -7 | 0.8 | -7 | 0 | 0
CCC1(CC)Cc2ccccc2-c2nc(CN3CCOCC3)[nH]c(=O)c21 | 2 | -8.3 | -4 | -0.3 | -9 | 0.5 | 20 | 9 | 3
COc1ccc(OCC(=O)N/N=C(\CCC(=O)O)c2cccs2)cc1 | -3 | 0.3 | -1 | -0.6 | -8 | 0.8 | -1 | 14[5 µM] | 2
O=c1cc(CO)oc(C(Nc2ccccn2)c2ccsc2)c1O (configuration not stated) | 5 | -0.7 | -1 | 1.6 | 0 | 0.2 | -22 | 11 | 4
Clc1ccc(OCCCCSc2ncccn2)cc1 | 6 | -0.5 | -1 | -1.8 | 2 | 0.4 | 56 | 2 | 3
COc1ccc(-c2noc(CCC(=O)NCc3ccco3)n2)cc1 | 2 | 2.3 | -3 | 0.5 | -7 | 0.3 | 19 | 7 | -2
c1ccc(C2=Nc3ccccc3SC2c2nc3ccccc3[nH]2)cc1 (configuration not stated) | 3 | -1.8 | 9 | -0.8 | -1 | -0.6 | 33 | 32 | 0
COc1ccccc1NC1=C(Cl)C(=O)N(C2CCCCC2)C1=O | 4 | -6.4 | -1 | -1.8 | -10 | 0.9 | 15 | 2 | -1
Cc1ccc(C(OCC(C)(C)C[N+](C)(C)C)c2ccccc2)cc1 (configuration not stated) | 58* | 0.7 | 1 | -2.4 | -3 | 0.3 | 7 | . | 27*
CC(C)(C)c1cc(C(=O)N/N=C/c2ccc([N+](=O)[O-])s2)n[nH]1 | -4 | -26 | -1 | 2.3 | -1 | 0.8 | -5 | 19 | 1
Cc1ccc(Sc2c(C)nn(C(=O)CNS(=O)(=O)c3ccc(F)cc3)c2C)cc1 | -1 | 1.0 | -2 | -2.6 | -3 | -0.3 | 65 | 4 | -1
CCCCC(=O)Nc1nnc(-c2ccco2)o1 | 1 | 0.7 | -4 | 1.6 | -7 | 0.8 | 6 | 9 | 1
CCNc1ccc2noc3c2c1C(=O)c1ccccc1-3 | 6 | -11 | 0 | 1.7 | 28* | 3.1 | -10 | 22 | 2
CCOC(=O)c1cccc(NC(=O)CCS(=O)(=O)c2cccc3nsnc23)c1 | 7 | -1.5 | 2 | -0.8 | -12 | 0.1 | 17 | 28 | 1
CC1CCc2[nH]nc(C(=O)O)c2C1 (configuration not stated) | 13 | 0.9 | 0 | 1.4 | -4 | 0.6 | 1 | 6 | 3
CCN(CC)CCNC(=O)CCc1nn(C)c(=O)c2ccccc12 | 7 | -0.4 | -2 | 2.6 | -1 | 1.4 | 22 | 20 | 1
Cc1cc(C)n2nc3ccccc3c2n1 | 2 | -1.8 | 0 | 2.3 | -6 | 0.3 | -10 | 18 | -3
CCOc1ccc(NC(=O)COC(=O)CCS(=O)(=O)c2ccc(C)cc2)cc1 | 6 | -0.1 | 2 | 0.8 | -7 | 0.4 | 6 | 25 | -2
CCCc1nc(NC(=O)c2ccccc2)nc(NC(=O)c2ccccc2)n1 | -2 | -1.5 | -3 | 0.0 | -4 | -0.7 | 4 | 5 | 2
COc1ccc(NS(=O)(=O)c2cc(NC(=O)c3nn(C)c(=O)c4ccccc34)ccc2OC)cc1 | 5 | -4.6 | -1 | -0.1 | -9 | 0.4 | 8 | 19 | 4
CCOc1cc(O)c(-c2[nH]ncc2-c2nc(C)cs2)cc1CC | 1 | 0.0 | -3 | 0.7 | -3 | 0.5 | 18 | -3 | 2
COc1cc(/C=C2\CCCc3c2nc2ccccc2c3C(=O)O)cc(OC)c1O | 1 | 5.7 | -2 | 1.2 | 5 | -0.1 | 5 | 10 | -3
COc1cc(S(=O)(=O)NCc2ccccc2)ccc1F | 3 | 2.4 | -1 | 1.2 | -2 | 0.4 | 36 | -6 | 0
CCOC(=O)C(NC(C)=O)C(OC(C)=O)c1cccc(N(CCO)CCO)c1 (configuration not stated) | 3 | -4.0 | 1 | 0.1 | -8 | 0.9 | 0 | 19 | 0
CCCCn1c(=O)n(C)c(=O)c2c3c(sc21)COC(C)(C)C3 | 5 | -2.0 | 0 | 1.2 | 3 | 0.7 | 15 | 8 | -4
COc1ccccc1NC(=S)NCCSc1ccc(Cl)cc1 | 5 | -5.2 | -3 | -2.6 | -10 | -0.3 | 40 | -6 | 2
COc1cc2[nH]c(=S)n(Cc3ccc(C)cc3)c(=O)c2cc1OC | 6 | 2.0 | -3 | 0.4 | -11 | -0.3 | 11 | 6 | 6
CC(C)CN(C(=O)C(c1ccccc1)c1ccccc1)c1c(N)n(CC(C)C)c(=O)[nH]c1=O | 9 | -2.1 | 1 | 0.3 | -3 | -0.3 | -1 | 9 | 4
CSC(=NC#N)N1CCN(c2cccc(Cl)c2)CC1 | 1 | -5.0 | -2 | 0.9 | 2 | 0.1 | 38 | 7 | -1
Cc1nn(-c2nc3ccccc3s2)c(N)c1-c1ccc(Cl)cc1 | 3 | 0.5 | 0 | 1.1 | 4 | 0.6 | -27 | 26 | -5
Cc1cc(N2C(=O)C(O)=C(C(=O)c3ccco3)C2c2cccnc2)no1 (configuration not stated) | 0 | -1.9 | -2 | 1.1 | -13 | 0.6 | -40 | -2 | -1
Cc1nc2ccccn2c1C(=O)NN=C1CCCC1 | 5 | 0.5 | 4 | -0.8 | 1 | -1.3 | -3 | 7 | -1
COc1ccc(Nc2oc(-c3ccco3)nc2S(=O)(=O)c2ccc(F)cc2)cc1 | 6 | 2.7 | -4 | -2.3 | 1 | 0.2 | 35 | -5 | 1
O=C(CCC1CCCC1)N1CCN(C(=O)c2ccco2)CC1 | 6 | 0.6 | -3 | -0.3 | -1 | 0.7 | 11 | -1 | 2
COc1ccc(OCCC(=O)OCc2c(C)noc2C)cc1 | -2 | -0.6 | 2 | 1.3 | -3 | -0.3 | 10 | 14 | 0
O=C(O)CCn1c(=O)[nH]c2ccccc2c1=O | -2 | 0.1 | -3 | 0.1 | 6 | 0.4 | 37 | 14 | -6
CNC(=S)N(C)c1ccccc1 | 6 | 1.8 | -1 | 1.0 | 4 | 1.1 | 6 | 28 | -3
CS(=O)(=O)N(CC(=O)N/N=C/c1cc([N+](=O)[O-])ccc1Cl)c1ccccc1 | 3 | 2.7 | 0 | -0.1 | -1 | 0.1 | -21 | 35 | -4
Cc1ccc(C)c(S(=O)(=O)N/N=C/c2ccc(N(C)C)cc2)c1 | 5 | 1.8 | 2 | 0.4 | -5 | 0.1 | 27 | -1 | 3
CC1CCCCN1C(=O)C1CCCCN1S(=O)(=O)c1cccc([N+](=O)[O-])c1 (configuration not stated) | 1 | 0.9 | 1 | -0.7 | -7 | 0.3 | 6 | 2 | 1
CCN(c1ccccc1)S(=O)(=O)c1cc(C(=O)Nc2ccc(F)c(F)c2)ccc1F | 1 | 2.1 | 1 | 2.7 | -24 | 1.0 | 71* | 21 | -4
CCC1CCc2c(sc(NC(=O)C3c4ccccc4Oc4ccccc43)c2C(N)=O)C1 (configuration not stated) | 1 | 1.1 | 7 | 3.2 | -7 | 0.7 | 44 | -19 | 1
CCn1nnc(-c2ccccc2NC(=O)c2cccc(-n3cnnn3)c2)n1 | 2 | -2.7 | -1 | 1.6 | -9 | 0.8 | -1 | 14 | -3
CC(=O)O/N=C/c1c(Cl)n(C)c2ccccc12 | -1 | -0.3 | 4 | -0.9 | -4 | 0.2 | 8 | -4 | 1
CN1CCN(c2ccccc2NC(=O)c2cccc([N+](=O)[O-])c2)CC1 | 3 | 1.0 | 1 | -0.5 | 4 | 1.1 | 5 | 29 | 0
C=CCn1c(SCC(=O)Nc2cc(C)ccc2C)nnc1-c1cnccn1 | 4 | 0.2 | 0 | -0.6 | -9 | -0.7 | 4 | -6 | -2
NC(=O)c1ccc(NCC2COc3ccccc3O2)c([N+](=O)[O-])c1 (configuration not stated) | 8 | -0.3 | 3 | 1.9 | 2 | 0.5 | 6 | -6 | 3
COc1ccccc1COCC(O)CN(Cc1ccco1)Cc1ccccc1O (configuration not stated) | 6 | 1.0 | -4 | -1.3 | -17 | -0.3 | 24 | 10 | 4

Records listed so far printed as active in CHOP inhibitor:
molecule	Wee1 stabilizer	RBBP9 inh	TRPML3 agonist	CHOP inhibitor
CCN(c1ccccc1)S(=O)(=O)c1cc(C(=O)Nc2ccc(F)c(F)c2)ccc1F	1	-24	1.0	71*

An excerpt from above in order of molar mass, ascending:
mol | BaF3 tox | TNF death inh | Wee1 stabilizer | zfTRPN1 agonist | RBBP9 inh | TRPML3 agonist | CHOP inhibitor | PPC-1+TRAIL kill | Ba/F3 V617F tox
O=c1cc(CO)oc(C(Nc2ccccn2)c2ccsc2)c1O (configuration not stated) | 5 | -0.7 | -1 | 1.6 | 0 | 0.2 | -22 | 11 | 4
Cc1ccc(Cl)cc1N1CCN(C(=O)CCS(=O)(=O)c2cccc3nonc23)CC1 | 5 | -3.5 | 1 | 1.6 | -5 | 0.8 | 21 | 18 | -1
COc1ccc(NS(=O)(=O)c2cc(NC(=O)c3nn(C)c(=O)c4ccccc34)ccc2OC)cc1 | 5 | -4.6 | -1 | -0.1 | -9 | 0.4 | 8 | 19 | 4
